FLuc counter: qHTS profiling assay for firefly luciferase inhibitor/activator using purifed enzyme and Km concentrations of substrates (counterscreen for miR-21 project); Luciferin 4-monooxygenase (Photinus pyralis), P08659; Potency, µM (titrated, usually from 57.5 µM), for the others: at the highest dose activity change, negative = inhibition, usual class: inhibitors; purified FLuc, Km substrates, luminescence inhibition; 6.9% of 360,000 active;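 also: potency is read from the fitted curve at half-maximal effect; plate controls were vehicle for no effect and reference inhibitor for full effect; nearly all actives have a fitted effect of over 55% in size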
Target sequence (P08659 whole entry, looked up): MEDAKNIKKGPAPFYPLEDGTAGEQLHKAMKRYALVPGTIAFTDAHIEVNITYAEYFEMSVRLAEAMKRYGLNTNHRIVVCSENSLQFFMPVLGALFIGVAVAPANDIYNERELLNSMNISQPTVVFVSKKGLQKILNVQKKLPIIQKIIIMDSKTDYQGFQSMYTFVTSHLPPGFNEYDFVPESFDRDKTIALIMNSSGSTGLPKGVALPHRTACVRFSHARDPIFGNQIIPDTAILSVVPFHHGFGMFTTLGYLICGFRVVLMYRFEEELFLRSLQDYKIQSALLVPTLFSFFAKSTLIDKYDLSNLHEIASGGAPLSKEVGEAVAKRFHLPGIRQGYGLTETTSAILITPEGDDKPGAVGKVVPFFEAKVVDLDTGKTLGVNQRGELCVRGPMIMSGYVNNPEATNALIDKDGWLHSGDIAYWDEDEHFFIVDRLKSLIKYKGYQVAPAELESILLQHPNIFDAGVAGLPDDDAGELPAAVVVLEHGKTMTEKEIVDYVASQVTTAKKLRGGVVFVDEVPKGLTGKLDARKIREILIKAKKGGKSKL
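Biochemical qHTS of compounds, final roughly 60 µM downward over six points, against 10 nM purified firefly luciferase using Km concentrations of substrates (10 uM D-luciferin, 10 uM ATP) in Tris acetate pH 7.5 buffer; luminescence output.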
KCNH2 3.1 block: qHTS for Inhibitors of KCHN2 3.1: Mutant qHTS; 0.95% of 340,000 active; activity change, % (tested at about 1.8 µM); U2OS KCNH2 3.1, thallium flux FluxOr; active compounds read low; Potassium voltage-gated channel subfamily H member 2, brain isoform KCNH2 3.1 (human);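 active = maximum activity change below -70%; inconclusive = maximum activity change from -70% to -50%; inactive = maximum activity change above -50%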;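 also: thallium influx rate constant from kinetic fluorescence after stimulation buffer; % is scaled to controls: 0 for no effect and ±100 for the full control effect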
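FluxOr-based Tl+ influx in U2OS cells transduced with KCNH2 3.1 virus; rate constants normalized to DMSO controls.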
Rab9 prom act: qHTS Assay for Rab9 Promoter Activators. Potency, µM (top dose mostly 9.22 µM), without a hit: at the top dose activation, negative = inhibition, most hits filed as activators. Huh7 Rab9 promoter-luciferase reporter, luminescence, 24 h. 2.8% of 320,000 active; also: potency is read from the fitted curve at half-maximal effect; % of control where 0% means no effect; nearly all actives have a fitted effect of over 60% in size
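Stable Rab9-luc Huh7, 1500 cells/well, 2 h settle; cmpd in DMSO, 24 h, 37 °C/5% CO2; luciferase reagent 10 min RT; luminescence.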
Giardia kill: Small Molecules that selectively kill Giardia lamblia: qHTS; Giardia lamblia trophozoite viability; activity change, % at 7.66 µM, hits read low; 0.15% of 340,000 active; AID 540267, 2011; in the data active = activity change below about -80%; inconclusive = between about -30% and that limit;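 also: parasites exposed to compound for two days anaerobically before the ATP read; % is scaled to controls: 0 for no effect and ±100 for the full control effect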
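Compounds were tested on trophozoites seeded at 100 cells/well and held 48 hrs at 37 deg C anaerobically. An ATP-based luminescent kit measured the remaining live cells.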
Tb PFK inh: qHTS Assay to Find Inhibitors of T. brucei phosphofructokinase. T. brucei PFK, ADP-Glo luminescence. Potency, µM (series often up to 57.5 µM), inactives show top-dose activity, negative = inhibition, hits mostly inhibitors. 0.17% of 330,000 active;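 also: potency is read from the fitted curve at half-maximal effect; 0% = uninhibited 1x PFK enzyme wells and -100% = no-enzyme wells; nearly all actives have a fitted effect of over 60% in size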
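Compounds were pin-transferred as a titration series up to 57 uM into substrate buffer (0.5 mM F6P, 0.1 mM ATP, pH 8.0), then 1.25 nM PFK was added and reactions ran 45 min before ADP-Glo detection.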
VP16 counter: VP16 counterscreen qHTS for inhibitors of ROR gamma transcriptional activity; 3.5% of 310,000 active; Potency, µM (top dose mostly 53.6 µM), without a hit: at the top dose activity, negative = inhibition, usual class: inhibitors; Drosophila S2 Gal4-VP16 UAS-luciferase, luminescence, 20 h;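 also: Gal4-VP16 expression switched on by copper sulfate through the metallothionein promoter; potency is read from the fitted curve at half-maximal effect; % is scaled to controls: 0 for no effect and ±100 for the full control effect; nearly all actives have a fitted effect of over 50% in size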
RORgamma inh: qHTS for inhibitors of ROR gamma transcriptional activity | Potency, µM (doses to about 53.6 µM), inactives show top-dose activity change, negative = inhibition, actives largely listed as inhibitors | AID 2551, 2010 | Nuclear receptor ROR-gamma (Mus musculus), P51450 | Drosophila S2 Gal4-RORgamma UAS-luciferase reporter, 20 h | 5.4% of 310,000 active; also: potency is read from the fitted curve at half-maximal effect; % is scaled to controls: 0 for no effect and ±100 for the full control effect; nearly all actives have a fitted effect of over 60% in size
Target sequence (P51450 whole entry, looked up, the tested form may be a part): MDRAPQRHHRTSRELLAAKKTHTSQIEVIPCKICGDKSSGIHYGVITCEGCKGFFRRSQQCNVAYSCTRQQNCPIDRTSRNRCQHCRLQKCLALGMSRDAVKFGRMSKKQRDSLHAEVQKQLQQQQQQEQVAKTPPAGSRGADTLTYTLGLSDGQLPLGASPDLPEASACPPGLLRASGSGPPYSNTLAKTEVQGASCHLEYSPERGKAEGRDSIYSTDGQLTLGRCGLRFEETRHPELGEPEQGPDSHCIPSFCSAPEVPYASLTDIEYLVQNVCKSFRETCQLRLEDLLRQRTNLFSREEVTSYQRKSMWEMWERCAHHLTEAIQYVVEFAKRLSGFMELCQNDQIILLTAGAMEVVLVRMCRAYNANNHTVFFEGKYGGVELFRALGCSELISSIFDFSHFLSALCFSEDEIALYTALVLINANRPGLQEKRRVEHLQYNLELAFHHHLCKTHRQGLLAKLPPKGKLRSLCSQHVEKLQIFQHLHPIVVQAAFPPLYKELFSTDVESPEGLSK
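Stably transfected Drosophila Schneider cells are the test system, with ROR gamma fused to Gal4 and luciferase under UAS control; luminescence is read after 20 hr of 700 uM copper sulfate induction at ambient temperature.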
ELG1 genotoxic: qHTS screen for small molecules that induce genotoxicity in human embryonic kidney (HEK293T) cells expressing luciferase-tagged ELG1; HEK293T ELG1-luciferase reporter, luminescence, 16 h; Potency, µM (top dose mostly 46 µM), for inactives: at the top dose activity change, positive = activation, hits mostly activators; 1.3% of 330,000 active; AID 504466, 2011; also: potency is read from the fitted curve at half-maximal effect; % of control where 0% means no effect; nearly all actives have a fitted effect of over 60% in size
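Genotoxic stress is detected as increased luminescence from luciferase-tagged ELG1 in HEK293T cells, measured with ONE-Glo after a 16 hr treatment at 37 °C.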
Coupling enz: qHTS Assay for Inhibitors of Fructose-1,6-bisphosphate Aldolase from Giardia Lamblia: Coupling assay counterscreen; coupling enzyme system counterscreen, AmpLite Red fluorescence; activity change, negative = inhibition, % at 58.2 µM, hits read low; 0.67% of 290,000 active; AID 2472, 2010; in the data active = activity change below about -30%; also: % is scaled to controls: 0 for no effect and ±100 for the full control effect
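Fluorescence at 525 nm excitation and 598 nm emission measured inhibition of the coupled detection system without aldolase. Compounds (at 57.5 uM final) were preincubated 10 min at room temperature with coupling enzyme reagent before a 20 min substrate/AmpLite Red step.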
uPA surface inh: qHTS for Inhibitors of Cell Surface uPA Generation; Potency, µM (highest dose often 38.3 µM), for inactives: top-dose activity change, negative = inhibition, hits mostly inhibitors; cell surface uPA generation assay, qHTS; 0.31% of 330,000 active; active = well fitted inhibition curve with a large enough effect; inconclusive = small, poorly fitted or top-dose-only effect; inactive = no such curve, though single readings can be large or run the other way; tested in mouse RAW 264.7 cells; also: potency is read from the fitted curve at half-maximal effect; % is scaled to controls: 0 for no effect and ±100 for the full control effect; nearly all actives have a fitted effect of over 55% in size
NPC1 promoter act: qHTS Assay for NPC1 Promoter Activators. Potency, µM (titrated, usually from 9.22 µM), without a hit: at the top dose activation, most hits filed as activators. Huh7 NPC1 promoter luciferase reporter, 24 h. 2.4% of 320,000 active;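 also: potency is read from the fitted curve at half-maximal effect; % of control where 0% means no effect; nearly all actives have a fitted effect of over 60% in size; reporter is driven by a mutant NPC1 promoter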
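NPC1 promoter–luciferase Huh7 cells; 24 h compound; luminescence.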
The depositor's hits bear a star; & = joins results of further samples; [ ] = another dose, or the depositor's remark. Unless noted, calls follow the shape of the dose curve; as a rule, active = well fitted curve in the direction sought with a large enough effect; inconclusive = small, poorly fitted or top-dose-only effect, or another doubt; inactive = no such curve, though single readings can be large; an effect the other way counts as inactive or inconclusive.

Screening CCn1c(SCC(=O)Nc2nnc(C)s2)nnc1C(C)NC(=O)c1ccccc1 (stereo not given) returned FLuc counter -1%, KCNH2 3.1 block 12, Rab9 prom act -1%, Giardia kill -16, Tb PFK inh 3%, VP16 counter 0%, RORgamma inh -5%, ELG1 genotoxic 4%, Coupling enz 4, uPA surface inh 0% and NPC1 promoter act 2%.
For CN(C)S(=O)(=O)Oc1cccc(C(=O)Nc2ccc(Cl)c(Cl)c2)c1 the results were FLuc counter 4.8µM*, KCNH2 3.1 block -6, Rab9 prom act 2µM*, Giardia kill 29, Tb PFK inh -1%, VP16 counter inconclusive, RORgamma inh inconclusive, ELG1 genotoxic 16%, Coupling enz -3, uPA surface inh -13% and NPC1 promoter act 3.5µM*.
Screening COCC(=O)Nc1nnc(CCc2ccccc2)s1 returned FLuc counter 4%, KCNH2 3.1 block 17, Rab9 prom act -4%, Giardia kill -18, Tb PFK inh 2%, VP16 counter -5%, RORgamma inh -5%, ELG1 genotoxic 2%, Coupling enz 0 and NPC1 promoter act 5%.
CN(C)CCSc1nnc2[nH]c3ccccc3c2n1 was read as FLuc counter -2%, KCNH2 3.1 block -11, Rab9 prom act 1%, Giardia kill -5, Tb PFK inh -7%, VP16 counter -11%, RORgamma inh -40%, ELG1 genotoxic -2%, Coupling enz -1, uPA surface inh -9% and NPC1 promoter act 1%.
Screening O=C(O)c1c2c(nc3ccccc13)/C(=C/c1ccccc1[N+](=O)[O-])CCC2 returned FLuc counter inconclusive, KCNH2 3.1 block 3, Rab9 prom act 4%, Giardia kill 9, Tb PFK inh -1%, VP16 counter -6%, RORgamma inh 2%, ELG1 genotoxic 14%, Coupling enz 4, uPA surface inh -5% and NPC1 promoter act -4%.
For COc1cc(C2/C(=C(\O)c3ccc4c(c3)OCCO4)C(=O)C(=O)N2Cc2ccco2)cc(OC)c1OC (stereo not given) the results were FLuc counter -2%, KCNH2 3.1 block 13, Rab9 prom act 1%, Giardia kill -14, Tb PFK inh 2%, VP16 counter 3%, RORgamma inh 0%, ELG1 genotoxic 4%, uPA surface inh 2% and NPC1 promoter act -2%.
Screening O=C(CCCOc1ccc(Cl)cc1Cl)N1CCN(c2ccccn2)CC1 returned FLuc counter -17%, KCNH2 3.1 block -29, Rab9 prom act 8%, Giardia kill -15, Tb PFK inh -3%, VP16 counter 12%, RORgamma inh 33%, ELG1 genotoxic -4%, Coupling enz -3, uPA surface inh -3% and NPC1 promoter act -3%.
Cn1c2[n+](c3ccc(Cl)cc3c1=O)Cc1ccccc1-2 was read as FLuc counter -7%, KCNH2 3.1 block -2, Rab9 prom act 1%, Giardia kill 8, Tb PFK inh -7%, VP16 counter -9%, RORgamma inh 0%, ELG1 genotoxic 0%, Coupling enz 0, uPA surface inh -2% and NPC1 promoter act -1%.
For O=C1C=CN(Cc2ccccc2)C(c2ccccc2)C1 (stereo not given) the results were KCNH2 3.1 block -13, Giardia kill 24, Tb PFK inh 7%, ELG1 genotoxic 2% and uPA surface inh -6%.
Screening C/C(=N/Oc1nc(C)cc(C)n1)c1ccc(F)cc1 returned FLuc counter inconclusive, KCNH2 3.1 block 7, Rab9 prom act 8%, Giardia kill 6, Tb PFK inh 1%, VP16 counter -2%, RORgamma inh -23%, ELG1 genotoxic 5%, Coupling enz 0, uPA surface inh 1% and NPC1 promoter act 17%.
Screening CCn1cc(C(=O)N2CCN(c3ccc(OC)cc3)CC2)c2cc(OC)c(OC)cc2c1=O returned FLuc counter 0%&1%, KCNH2 3.1 block 6, Rab9 prom act 0%, Giardia kill 2, Tb PFK inh 4%, VP16 counter -13%, RORgamma inh 9%, ELG1 genotoxic 0%, Coupling enz 0, uPA surface inh 2% and NPC1 promoter act -6%.
CCN1CCN(c2ccc(Cl)cc2NC(=O)c2ccc(-n3nc(C)cc3C)cc2)CC1 was read as FLuc counter -1%, KCNH2 3.1 block -16, Rab9 prom act -3%, Giardia kill 28, Tb PFK inh 0%, ELG1 genotoxic -10%, uPA surface inh -1% and NPC1 promoter act -3%.
`O=C(NCCO)/C(=C\c1cccs1)NC(=O)c1cccs1` gave FLuc counter 5%, KCNH2 3.1 block -46, Rab9 prom act -2%, Giardia kill 4, Tb PFK inh -3%, VP16 counter -10%, RORgamma inh -9%, ELG1 genotoxic 2%, Coupling enz 0, uPA surface inh 5% and NPC1 promoter act 5%.
Screening COC(=O)Nc1sc2c(c1C(N)=O)CCC(C)C2 (stereo not given) returned FLuc counter inconclusive, KCNH2 3.1 block 11, Rab9 prom act -8%, Giardia kill 14, Tb PFK inh -30%, VP16 counter -9%, RORgamma inh 25%, ELG1 genotoxic 0%, Coupling enz -12, uPA surface inh 0% and NPC1 promoter act -4%.
CC(=O)Oc1ccc(N2C(=O)[C@@H]3[C@H](C2=O)[C@H]2c4ccccc4C=NN2[C@@H]3C(C)=O)cc1 was read as FLuc counter 6%, KCNH2 3.1 block -1, Rab9 prom act -4%, Giardia kill inconclusive, Tb PFK inh 1%, VP16 counter -5%, RORgamma inh 9%, ELG1 genotoxic -2%, Coupling enz 0, uPA surface inh 3% and NPC1 promoter act 1%.
COc1ccc(S(=O)(=O)NC2CCCCCC2)cc1C(N)=O was read as FLuc counter 2%, KCNH2 3.1 block 25, Rab9 prom act 0%, Giardia kill -8, Tb PFK inh -3%, VP16 counter 2%, RORgamma inh 0%, ELG1 genotoxic -3%, uPA surface inh -6% and NPC1 promoter act -2%.
O=C(Cn1ccccc1=O)NCc1ccc(F)cc1 was read as FLuc counter -1%, KCNH2 3.1 block -8, Rab9 prom act -2%, Giardia kill -15, Tb PFK inh -1%, VP16 counter 5%, RORgamma inh 7%, ELG1 genotoxic 12%, Coupling enz 2, uPA surface inh 1% and NPC1 promoter act -4%.
Screening CCOC(=O)COC(=O)c1ccc(O)cc1 returned FLuc counter -16%, KCNH2 3.1 block -3, Rab9 prom act -4%, Giardia kill 2, Tb PFK inh 2%, VP16 counter 14%, RORgamma inh 34%, ELG1 genotoxic 9%, Coupling enz 0, uPA surface inh 3% and NPC1 promoter act -2%.
`Cc1ccc(NC(=O)c2cc(=O)c3ccccc3o2)cc1` gave FLuc counter inconclusive, KCNH2 3.1 block 3, Rab9 prom act inconclusive, Giardia kill -5, Tb PFK inh -2%, VP16 counter -16%, RORgamma inh inconclusive, ELG1 genotoxic 4%, Coupling enz 2, uPA surface inh -3% and NPC1 promoter act inconclusive.
For CCC(C)C(NC(=O)c1ccccc1NC(=O)c1ccco1)C(=O)NNC(=O)c1ccc(OC)cc1 (stereo not given) the results were FLuc counter -9%, KCNH2 3.1 block 2, Rab9 prom act -2%, Giardia kill 35[activator], Tb PFK inh 5%, VP16 counter -15%, RORgamma inh inconclusive, ELG1 genotoxic 1%, Coupling enz 0, uPA surface inh 7% and NPC1 promoter act 0%.
Screening Nc1n[nH]c(-c2ccc(F)cc2)n1 returned FLuc counter 6%, KCNH2 3.1 block 2, Rab9 prom act -4%, Giardia kill -4, Tb PFK inh -2%, VP16 counter 4%, RORgamma inh -7%, ELG1 genotoxic 5%, Coupling enz 1, uPA surface inh -1% and NPC1 promoter act -3%.
`O=C(NN1CCOCC1)c1ccc(F)cc1` gave FLuc counter 1%, KCNH2 3.1 block -10, Rab9 prom act 4%, Giardia kill 14, Tb PFK inh 1%, VP16 counter 1%, RORgamma inh -7%, ELG1 genotoxic 3%, Coupling enz 1, uPA surface inh inconclusive and NPC1 promoter act -3%.
CC(C)(C)C(=O)[C@H]1[C@H](c2ccccc2)[C@@]2(N=C(c3ccccc3)OC2=O)C2c3ccccc3C=NN21 (stereo not given in full) was read as FLuc counter 15µM*, KCNH2 3.1 block 1, Rab9 prom act -1%, Giardia kill 19, Tb PFK inh 3%, VP16 counter 9%, RORgamma inh 2%, ELG1 genotoxic 3%, Coupling enz -2, uPA surface inh -2% and NPC1 promoter act 0%.
Screening Cc1cccc2c1OCC/C2=N\NC(=O)COc1ccccc1 returned FLuc counter 19µM*, KCNH2 3.1 block -15, Rab9 prom act inconclusive, Giardia kill -13, Tb PFK inh 0%, VP16 counter -23%, RORgamma inh -30%, ELG1 genotoxic inconclusive, Coupling enz 2 and NPC1 promoter act inconclusive.
For Cc1nnc(SCC(=O)NCc2ccc(F)cc2)[nH]c1=O the results were FLuc counter 5%, KCNH2 3.1 block -15, Rab9 prom act -2%, Giardia kill 11, Tb PFK inh -5%, VP16 counter -9%, RORgamma inh 16%, ELG1 genotoxic 0%, Coupling enz 3, uPA surface inh 13% and NPC1 promoter act 2%.
Screening CCOc1ccc(NC(=O)CN(C)c2ccc(S(=O)(=O)N(C(C)C)C(C)C)cn2)cc1OCC returned FLuc counter -1%, KCNH2 3.1 block -24, Giardia kill -13, VP16 counter -8%, RORgamma inh -12%, Coupling enz -1 and uPA surface inh -4%.

Screens (PubChem BioAssay)
